RAD52 anneal inh: RAD52 (human) annealing inhibition. P43351. recombinant RAD52 DNA annealing, FRET fluorescence. inhibition, % at 18.7 µM. 0.46% of 360,000 active;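 active = every replicate showing at least 50% inhibition; inconclusive = mean inhibition at least 50% but not in every replicate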
ERAP1 HTS inh: blocks human ERAP1 aminopeptidase activity | Q9NZ08 | recombinant ERAP1, Leu-AMC fluorescence, 60 min | inhibition, % at 10.7 µM | 0.15% of 340,000 active | AID 652197;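 active = mean replicate inhibition of at least 30%, or all replicates individually reaching that 30% level; inactive = mean below 30% and not every replicate reaching it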;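 note: 0% = neutral control wells and 100% = L-leucinethiol positive control wells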
Target sequence (Q9NZ08 whole entry, looked up): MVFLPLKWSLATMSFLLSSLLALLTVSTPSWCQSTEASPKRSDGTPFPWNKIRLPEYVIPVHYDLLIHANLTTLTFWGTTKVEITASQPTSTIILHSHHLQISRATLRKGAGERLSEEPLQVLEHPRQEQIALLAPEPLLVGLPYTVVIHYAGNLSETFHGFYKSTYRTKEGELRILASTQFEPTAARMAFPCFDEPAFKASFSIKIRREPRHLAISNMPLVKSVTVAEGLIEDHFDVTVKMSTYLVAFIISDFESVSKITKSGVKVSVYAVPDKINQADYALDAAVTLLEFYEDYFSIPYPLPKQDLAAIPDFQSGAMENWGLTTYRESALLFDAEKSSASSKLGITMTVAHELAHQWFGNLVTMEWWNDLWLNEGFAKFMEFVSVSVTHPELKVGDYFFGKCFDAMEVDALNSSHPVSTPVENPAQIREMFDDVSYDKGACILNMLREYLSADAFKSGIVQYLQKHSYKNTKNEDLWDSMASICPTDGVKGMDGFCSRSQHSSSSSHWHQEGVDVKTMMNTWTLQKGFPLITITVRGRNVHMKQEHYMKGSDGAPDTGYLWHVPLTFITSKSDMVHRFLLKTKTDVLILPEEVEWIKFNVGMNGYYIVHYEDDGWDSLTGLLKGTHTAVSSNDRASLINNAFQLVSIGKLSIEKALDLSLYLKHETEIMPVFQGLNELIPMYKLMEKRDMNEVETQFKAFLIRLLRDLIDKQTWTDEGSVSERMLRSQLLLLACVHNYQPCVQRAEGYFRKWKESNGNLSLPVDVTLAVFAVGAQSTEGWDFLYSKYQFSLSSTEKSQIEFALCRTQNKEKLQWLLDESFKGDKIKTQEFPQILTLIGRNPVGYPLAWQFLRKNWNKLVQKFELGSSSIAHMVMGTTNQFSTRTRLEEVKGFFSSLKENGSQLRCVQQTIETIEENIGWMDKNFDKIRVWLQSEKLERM
PGC1a acetyl inh: lowers PGC1a acetylation signal in U2OS cells; AlphaScreen anti-acetyl-lysine; with virally co-expressed GCN5 acetyltransferase; inhibition, % at 15.6 µM; 0.17% of 350,000 active;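 active = every replicate shows inhibition of at least 40%; inconclusive = mean inhibition at least 40% but some replicate below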;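 note: 0% = neutral control wells and 100% = positive control wells; some results beyond the cut were filed as inactive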
Cneo AK release: Cryptococcus neoformans lysis via adenylate kinase release; C. neoformans lysis, adenylate kinase release luminescence, 4 h; normalised: neutral wells 0, clomiphene wells 100; lysis activity, % at 15 µM; AID 651654; 0.2% of 360,000 active;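 active = mean lysis activity across replicates of at least 80%, whatever share of replicates individually reach that level; inactive = mean lysis activity below 80%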
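Material: C. neoformans cells; Schedule: 4 h static compound exposure, 37 °C, read 1 h post-reagent; Measured by: adenylate kinase release luminescence; Read-out: signal increase indicating cell lysis; Controls: Clomiphene as positive lysis control.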
PglD inh: blocks C. jejuni PglD acetyltransferase activity. AID 602405. purified PglD enzyme, DTNB colorimetric CoA detection. 0.098% of 360,000 active. inhibition, % at 12.5 µM; in the data active = inhibition above about 16%, passing the limit was not always enough; inconclusive = no clear call, values can overlap the other calls; note: strong numbers were not always called active
E-selectin induc: E-selectin induction on HUVECs; activation, % at 7.58 µM; P16581; HUVEC E-selectin immunofluorescence imaging; normalized: neutral wells 0, TNF-alpha wells 100; AID 686992; 0.37% of 260,000 active;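 active = mean E-selectin-positive cell signal at least 10% of the positive control, reached in at least 60% of replicates, without over 20% cell loss; inconclusive = no rule given, readout overlaps actives, possibly toxicity-flagged; inactive = the rest, including those meeting only one limit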;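 note: in these data hits start at about 27%; measured in HUVEC primary endothelial cells; signal is the percent of cells scored E-selectin positive by PE staining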
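Test system: HUVEC | Signal: Immunofluorescence imaging | Read-out: Percent E-selectin-positive cells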
RAD54 branch: inhibitors of human RAD54 branch migration; Q92698; RAD54 Holliday junction branch migration, FAM/BHQ fluorescence; inhibition, % at 10.4 µM; 0.14% of 360,000 active;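 active = mean normalized replicate activity at least 40 and at least half of replicates scoring 40 or more; inconclusive = only one of the two criteria met; inactive = mean below 40 and under half of replicates reaching 40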;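 note: 0% = median of neutral control wells and 100% = median of positive control wells; inhibitors cause a drop in the FAM fluorescence signal; in these data hits start at about 50%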
miR122 inh: miR-122 inhibition in Huh7 cells. Huh7 miR-122 Renilla luciferase sensor, 48 h; neutral wells = 0, positive control = 100. 0.3% of 340,000 active. activation (reporter increase), % at 12.5 µM. AID 602342;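 active = mean replicate activation score at least 90 and every replicate individually at or above 90; inconclusive = only one of the two criteria met; inactive = neither criterion met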;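 note: higher luciferase means less miR-122 activity so hits act as miR-122 inhibitors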
Starred values were filed as active, the others as inactive; ? = inconclusive; / = not tested or not shown; & = joins results of further samples; [ ] = remark or other dose.

SMILES	RAD52 anneal inh	ERAP1 HTS inh	PGC1a acetyl inh	Cneo AK release	PglD inh	E-selectin induc	RAD54 branch	miR122 inh
COc1cccc(C(=O)C2CCCN(Cc3cn(CC(N)=O)c4ccccc34)C2)c1 (stereo not given)	-5	-3	-7	0	-1	1.2	16	4
CCCNC(=O)N[C@H]1CC[C@@H](CCn2cc(C3CCCC3)nn2)O[C@@H]1CO	-9	1	4	1	-1	-0.1	1	/
COc1ccc(C(=O)O)cc1S(=O)(=O)N1CCCc2ccccc21	-16	-3	4	-1	-3	/	-1	0
C=CCOc1c(Br)cc(CNn2cn[nH]c2=S)cc1OC	5	5	0	-1	1	/	-5	1
C=CCC1NCCc2c(Br)cccc21 (stereo not given)	-13	4	2	7	7	/	1	-6
COc1ccc(NC(=O)CSc2nnc(-c3ccccc3)n2Cc2ccco2)c(OC)c1	/	/	-2	0	3	/	5	-8
CCOc1cc(/C=N/Nc2nnc(C)n2N)ccc1OC(C)=O	-1	-2	11	0	6	/	-7	-6
COc1ccc(-c2ccccc2[C@H]2[C@@H](CO)N(C(=O)C3CCC3)[C@H]2C#N)cc1	0	3	-5	/	/	-0.1	/	/
CC(O)[C@H]1CNC(=O)C(=O)N1CC1CCCCC1 (stereo not given in full)	-4	4	/	11	5	-0.2	-5	6
O=C(C1CCC1)N1C[C@@H]2N[C@H](C1)C2c1ccc(-c2ccncc2)cc1 (stereo not given in full)	-26	2	7	/	/	0.1	/	/
COc1ccccc1S(=O)(=O)N1[C@@H]2CNC[C@H]1C2c1ccc(/C=C/c2ccccc2)cc1 (stereo not given in full)	33&42	0&1	-11	/	/	0.4&0.1	/	/
COC(=O)c1ccc(COC(=O)c2ccc(N(C)C)cc2)cc1	/	/	-12	1	4	/	-9	7
O=C(c1cccnc1)N1CCN(C(=O)c2cccc(Cl)c2)CC1	1	2	/	-1	3	/	3	/
CC(=O)OC[C@H]1O[C@@H](Oc2cc3ccc(=O)oc3cc2OC(C)=O)[C@H](OC(C)=O)[C@@H](OC(C)=O)[C@@H]1OC(C)=O	-6	/	4	0	-5	0.0	-1	-7
CCCCNc1nc(C)c(C(C)=O)cc1C#N	3	1	1	-2	-5	/	3	-1
COc1ccc(NC(=O)N(C)C[C@@H]2Oc3ccc(NC(=O)Nc4ccccc4)cc3CC(=O)N([C@@H](C)CO)C[C@@H]2C)cc1	-4	0	11	59	-3	-0.2	3	-9[16.7 µM]
CC(=O)c1ccc(OCC(=O)Nc2ccc3nc(C)sc3c2)cc1	-26	2	-2	0	-1	-0.3	4	-1
O=C(Nc1cccc(S(=O)(=O)NCc2ccco2)c1)c1cccc(Cl)c1	-5	0	-5	0	2	200*	-2	83
COCC(=O)N(C)C[C@@H]1Oc2cc(C#C[C@H](C)O)ccc2S(=O)(=O)N([C@H](C)CO)C[C@@H]1C	13	-3	-5	-8	1	0.0	-2	-4[16.7 µM]
O=C(C1CCCC1)N1CC2(C1)[C@@H](c1ccccc1)[C@@H](CO)N2Cc1ccccc1F	-6	0	3	/	/	0.0	/	/
O=C(NC1(C(F)(F)F)NC(=O)N(Cc2cccnc2)C1=O)c1ccc(F)cc1 (stereo not given)	-2	2	-5	1	-6	/	5	-1
COC(=O)c1nn(-c2ccccc2)c(Sc2ccc(OC)cc2)c1/C=N/O	/	/	-13	0	1	/	2	-3
COC(=O)[C@H](C)NC(=O)c1cc2c(cn1)[nH]c1ccccc12	-24	-5	0	-1	2	0.0	8	-2
C[C@@H]1CN([C@H](C)CO)C(=O)c2cc(NS(=O)(=O)c3cn(C)cn3)ccc2O[C@@H](C)CCCCO[C@@H]1CN(C)CC1CCCCC1	1	-1	/	-1	-3	-0.8	-6	4[16.7 µM]
COc1ccc(NC(=O)N(C)C[C@@H]2Oc3ccc(NC(=O)CCN4CCOCC4)cc3CC(=O)N([C@H](C)CO)C[C@@H]2C)cc1	11	3	4	13	-4	/	-1	3[16.7 µM]
CCC(C)(C)n1nnnc1CN1CCC(NC(=O)c2ccc(Br)cc2)CC1	/	/	16	-1	0	/	-12	5
Cc1cc(NC(=O)c2ccccc2F)nc2c1c(=O)oc1ccccc12	-18	-5	9	1	-1	/	5	-8
C[C@@H]1CCCCO[C@@H](CN(C)Cc2ccc(C(=O)O)cc2)[C@@H](C)CN([C@H](C)CO)C(=O)c2cc(NC(=O)c3ccccc3)ccc2O1	14	1	-2	0	18	-0.2	-7	9[16.7 µM]
O=S(=O)(NC1=NCCCCC1)c1ccccc1Cl	3	-2	-10	-1	0	/	-8	2
Nc1cc2ccncc2c2ccccc12	60*	1	?	-5	-3	3.2	70*	-8

Ten entries from above, with values under each structure:
Sequence of screens: RAD52 anneal inh | ERAP1 HTS inh | PGC1a acetyl inh | Cneo AK release | PglD inh | E-selectin induc | RAD54 branch | miR122 inh
COc1cccc(C(=O)C2CCCN(Cc3cn(CC(N)=O)c4ccccc34)C2)c1 (stereo not given)
  -5 | -3 | -7 | 0 | -1 | 1.2 | 16 | 4
CCCNC(=O)N[C@H]1CC[C@@H](CCn2cc(C3CCCC3)nn2)O[C@@H]1CO
  -9 | 1 | 4 | 1 | -1 | -0.1 | 1 | /
COc1ccc(C(=O)O)cc1S(=O)(=O)N1CCCc2ccccc21
  -16 | -3 | 4 | -1 | -3 | / | -1 | 0
C=CCOc1c(Br)cc(CNn2cn[nH]c2=S)cc1OC
  5 | 5 | 0 | -1 | 1 | / | -5 | 1
C=CCC1NCCc2c(Br)cccc21 (stereo not given)
  -13 | 4 | 2 | 7 | 7 | / | 1 | -6
COc1ccc(NC(=O)CSc2nnc(-c3ccccc3)n2Cc2ccco2)c(OC)c1
  / | / | -2 | 0 | 3 | / | 5 | -8
CCOc1cc(/C=N/Nc2nnc(C)n2N)ccc1OC(C)=O
  -1 | -2 | 11 | 0 | 6 | / | -7 | -6
COc1ccc(-c2ccccc2[C@H]2[C@@H](CO)N(C(=O)C3CCC3)[C@H]2C#N)cc1
  0 | 3 | -5 | / | / | -0.1 | / | /
CC(O)[C@H]1CNC(=O)C(=O)N1CC1CCCCC1 (stereo not given in full)
  -4 | 4 | / | 11 | 5 | -0.2 | -5 | 6
O=C(C1CCC1)N1C[C@@H]2N[C@H](C1)C2c1ccc(-c2ccncc2)cc1 (stereo not given in full)
  -26 | 2 | 7 | / | / | 0.1 | / | /

A few values from the entries so far:
miR122 inh, O=C(NC1(C(F)(F)F)NC(=O)N(Cc2cccnc2)C1=O)c1ccc(F)cc1 (stereo not given) : -1
RAD52 anneal inh, COc1ccc(NC(=O)N(C)C[C@@H]2Oc3ccc(NC(=O)Nc4ccccc4)cc3CC(=O)N([C@@H](C)CO)C[C@@H]2C)cc1 : -4

(cont.)
SMILES	RAD52 anneal inh	ERAP1 HTS inh	PGC1a acetyl inh	Cneo AK release	PglD inh	E-selectin induc	RAD54 branch	miR122 inh
C[C@H](NC(=O)C[C@@H]1C=C[C@@H](NC(=O)C2CCC2)[C@@H](CO)O1)c1ccccc1	2	2	5	0	1	-0.2	-7	/
COc1ccc2c3c([nH]c2c1)[C@H](CO)N(C(=O)Nc1ccc(F)cc1)CC31CCN(C(=O)c2ccccn2)CC1	7	3	3	/	/	0.1	/	/
Cc1cn([C@H]2C[C@H](O)[C@@H](CCC(=O)NCc3cccc4ccccc34)O2)c(=O)[nH]c1=O	-3	2	11	0	-3	/	-1	2
CCOc1ccc(CCNC(=O)c2nccnc2C(=O)O)cc1OCC	-10	-1	38	0	3	0.1	4	-9
CS(=O)(=O)N1N=C(c2ccc(Br)cc2)CC1c1cccs1 (stereo not given)	/	/	3	3	10	/	-6	19
C=C(C)C1CC=C(C)/C(=N\NC(=O)CCC(=O)Nc2ccc(C)c(C)c2)C1 (stereo not given)	-11	/	5	-4	-6	-0.6	-6	-5
C[C@@H]1CN([C@H](C)CO)C(=O)c2cc(NC(=O)NC3CCCCC3)ccc2O[C@H]1CN(C)C(=O)Nc1cccc2ccccc12	4	2	-5	1	2	-0.3	2	-2[16.7 µM]
Cn1cc(C(=O)c2ccccc2)cc1-c1nc2ccccc2n1C	/	/	-15	1	-11	/	3	0
CC(Sc1nnc(-c2ccccc2F)o1)C(=O)Nc1ccc(N2CCOCC2)cc1 (stereo not given)	-1	-3	-2	4	3	1.8	-9	-6
Cc1cc(C)c(C#N)c(SCCS(=O)(=O)c2ccc(C(C)(C)C)cc2)n1	/	/	-18	0	-6	/	7	1
CCCCN1CCc2c1nc1ccc(Br)cc1c2N	5	22	-14	0	-6	/	26	-1
O=C(CCS(=O)(=O)c1ccc2c(c1)NC(=O)CS2)NCCc1ccc(Cl)cc1	-92	1	2	1	-3	-0.1	4	-2
Cc1cccc(C(=O)NC2C(=O)NNC2c2ccc(Cl)cc2)c1 (stereo not given)	-7	-1	3	/	/	0.3	/	/
CCN(C(=O)COC(=O)Cn1cnc2c1c(=O)n(C)c(=O)n2C)C1CCS(=O)(=O)C1 (stereo not given)	-14	-2	/	4	-4	2.5	3	/
CCC(=O)Nc1ccc(N2CCCCC2)c(C(=O)Nc2ccccc2C)c1	/	/	-12	5	0	/	7	-5
Cc1ccc(-c2csc3nc4cc(C(=O)NC5CCC(O)CC5)ccc4c(=O)n23)cc1 (stereo not given)	-9	/	-4	-2	5	-0.1	0	0
COc1ccc(-n2nc3c(c2NC(=O)C2CC(=O)N(c4ccccc4)C2)CS(=O)(=O)C3)cc1 (stereo not given)	-9	0	/	-2	-7	-1.6	3	/
Cc1noc(C)c1S(=O)(=O)N(C)C[C@@H]1OCCCC[C@H](C)Oc2ccc(NC(=O)Nc3ccc(C(F)(F)F)cc3)cc2C(=O)N([C@H](C)CO)C[C@@H]1C	2	0	14	1	0	0.0	-11	-6[16.7 µM]
CCOC(=O)C1(C)CCCCN1C(=O)c1ccoc1 (stereo not given)	-21	-1	7	1	-2	0.6	-8	-4
O=C(CSc1nc(=O)n2ccccc2n1)Nc1cccc2ccccc12	-18	1	5	/	-6	0.8	2	0
CC(C)(CC(=O)O)CC(=O)O	3	-2	7	0	2	-0.1	-8	-8
O=C(CCCC(=O)c1ccccc1)NCCc1ccccc1	-11	-1	23	-5	6	/	6	-3
CCc1ccc(CN2CCC(n3nccc3NC(=O)c3ccccc3C)CC2)cc1	-10	-2	-9	0	1	0.1	5	-13
OC(c1ccc(-c2ccccc2)cc1)c1ncc(-c2ccc(F)cc2)[nH]1 (stereo not given)	-6	0	/	-1	6	1.1	-5	4
C[C@H](CO)N1C[C@H](C)[C@@H](CN(C)C(=O)Cc2ccncc2)Oc2ncc(C#CCN(C)C)cc2C1=O	-52	-1	-3	-4	-1	0.3	1	-2[16.7 µM]
COc1ccc(C(=O)OC(C(=O)c2ccccc2)c2ccccc2)cc1 (stereo not given)	/	/	-2	2	-2	/	4	-5
COc1ccc(NC(=O)CN2C(=O)C(C)Oc3ccccc32)cc1 (stereo not given)	4	1	-12	0	3	/	-3	3
C[C@H](CO)N1C[C@H](C)[C@@H](CN(C)C(=O)CN(C)C)Oc2ncc(C#Cc3ccncc3)cc2C1=O	-17	1	-11	-5	3	0.4	-9	-9[16.7 µM]
Cc1ccc(S(=O)(=O)n2cnc3cc([N+](=O)[O-])ccc32)cc1C	/	/	5	-2	5	/	-6	-7

High-throughput results from PubChem.
